DENV2 CPE: inhibitors of DENV2 cytopathic effect | DENV2-infected cells, cytopathic effect rescue, plate reader | CPE inhibition, % at 9.99 µM | AID 651640 | 350,000 compounds, 1.7% hits; in the data active = CPE inhibition above about 20%, passing the limit was not always enough; inconclusive = no clear call, values can overlap the other calls; tested in BHK-21 cells;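 note: 0% = median of neutral control wells and 100% = median of positive control wells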
ERAP1 inh: ERAP1 (human) enzyme inhibition. Q9NZ08. recombinant ERAP1, Leu-AMC fluorescence, 60 min. inhibition, % at 10.7 µM. 340,000 compounds, 0.15% hits;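 active = mean replicate inhibition of at least 30%, or all replicates individually reaching that 30% level; inactive = mean below 30% and not every replicate reaching it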;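 note: 0% = neutral control wells and 100% = L-leucinethiol positive control wells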
Target sequence (Q9NZ08 whole entry, looked up): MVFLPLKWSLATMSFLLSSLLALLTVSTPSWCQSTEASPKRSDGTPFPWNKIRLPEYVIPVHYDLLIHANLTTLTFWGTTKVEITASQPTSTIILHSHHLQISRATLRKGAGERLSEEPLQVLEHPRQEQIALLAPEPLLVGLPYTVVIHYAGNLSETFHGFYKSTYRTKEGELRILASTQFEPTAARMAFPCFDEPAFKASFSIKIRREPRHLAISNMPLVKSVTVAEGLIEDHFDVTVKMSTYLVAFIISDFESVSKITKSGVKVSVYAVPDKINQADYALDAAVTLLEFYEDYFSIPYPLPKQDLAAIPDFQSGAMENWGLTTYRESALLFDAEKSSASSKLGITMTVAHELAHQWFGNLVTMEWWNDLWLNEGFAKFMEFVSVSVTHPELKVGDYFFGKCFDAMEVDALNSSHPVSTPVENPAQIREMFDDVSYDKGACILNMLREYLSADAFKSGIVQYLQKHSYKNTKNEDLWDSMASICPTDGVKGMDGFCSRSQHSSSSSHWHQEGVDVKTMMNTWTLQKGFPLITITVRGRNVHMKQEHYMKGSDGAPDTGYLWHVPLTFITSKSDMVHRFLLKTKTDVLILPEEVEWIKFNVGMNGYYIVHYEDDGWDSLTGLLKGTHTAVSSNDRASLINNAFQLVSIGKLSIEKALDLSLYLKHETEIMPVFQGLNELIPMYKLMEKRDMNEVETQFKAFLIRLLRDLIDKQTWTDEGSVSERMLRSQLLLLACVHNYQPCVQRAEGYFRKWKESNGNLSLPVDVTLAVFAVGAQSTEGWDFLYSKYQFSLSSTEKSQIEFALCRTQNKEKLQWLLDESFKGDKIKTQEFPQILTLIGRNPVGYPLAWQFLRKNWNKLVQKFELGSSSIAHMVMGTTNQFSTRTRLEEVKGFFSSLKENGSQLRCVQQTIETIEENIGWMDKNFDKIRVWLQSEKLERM
Casp6 inh: inhibitors of human caspase-6; P55212; purified caspase-6, Z-VEID-R110 cleavage fluorescence; inhibition, % at 12.5 µM; 350,000 compounds, 0.53% hits; AID 686996;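 active = mean inhibition across replicates at least about 35%, with every replicate also reaching that limit, limit read from the data; inconclusive = only one of the two criteria met; inactive = neither criterion met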;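 note: 0% = median of neutral control wells and 100% = no fluorescence left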
SIRT5 inh: inhibitors of human sirtuin-5 desuccinylase; Purified SirT5, succinyl-peptide AMC, trypsin-coupled fluorescence; inhibition, % at 15 µM; AID 652115; Q9NXA8; 330,000 compounds, 1.1% hits; in the data active = inhibition above about 15%; inconclusive = no clear call, values can overlap the other calls
ERp5 block: inhibitors of human ERp5; Q15084; ERp5 insulin aggregation, absorbance 650 nm, 90 min; inhibition, % at 9.99 µM; 350,000 compounds, 0.05% hits; AID 651711;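 active = mean replicate inhibition above about 25%, with every replicate also reaching it, limit read from the data, passing the limit was not always enough; inconclusive = only one of those two criteria met; inactive = neither criterion met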
F508del corr: CFTR F508del correction in bronchial cells | activity (quench increase), % at 7.58 µM | AID 720511 | CFBE cells, YFP halide quenching; stimulated with forskolin plus potentiator P3; % fluorescence drop versus neutral controls | 350,000 compounds, 0.36% hits;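 active = mean added fluorescence quench of at least 8% versus neutral control, with both replicates also reaching 8%; inconclusive = only one of the mean or replicate conditions met; inactive = mean below 8% and not both replicates reaching 8%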;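 note: cells transiently co-express mutant CFTR-F508del with the halide-sensitive YFP; corrector assay measuring rescue of mutant channel to the surface after 24 h compound exposure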
miR122 inh: blocks miR-122 activity in Huh7 sensor cells | AID 602342 | 340,000 compounds, 0.3% hits | Huh7 miR-122 Renilla luciferase sensor, 48 h; neutral wells = 0, positive control = 100 | activation (reporter increase), % at 12.5 µM;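 active = mean replicate activation score at least 90 and every replicate individually at or above 90; inconclusive = only one of the two criteria met; inactive = neither criterion met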;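 note: higher luciferase means less miR-122 activity so hits act as miR-122 inhibitors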
Numbers without * were called inactive; u = inconclusive; x = not tested or not shown; [ ] = another dose, or the depositor's remark.

miR122 inh,molecule,F508del corr,DENV2 CPE,ERp5 block,SIRT5 inh,ERAP1 inh,Casp6 inh
x,Cc1onc(-c2ccccc2Cl)c1C(=O)Oc1cccc2cccnc12,-1.1,1,-4,0,3,2
x,Cc1ccc(S(=O)(=O)N[C@H]2CC[C@@H](CCNS(=O)(=O)Cc3ccccc3)O[C@H]2CO)cc1,1.2,-5,0,2,1,2
7,COc1cccc(C(=O)NCC(C)(C)SCc2ccc(F)cc2)c1,2.5,-9,4,-3,1,3
x,Cc1oc2ccc(Br)cc2c(=O)c1-c1nn[nH]n1,1.3,7,1,-5,2,0
3[16.7 µM],C/C=C/c1cnc2c(c1)C(=O)N([C@H](C)CO)C[C@@H](C)[C@@H](CN(C)C(=O)Nc1c(C)noc1C)O2,0.0,0,8,0,2,2
2[16.7 µM],CCCNC(=O)C[C@H]1CC[C@H]2[C@H](COc3ccc(NC(=O)c4cccc(C(F)(F)F)c4)cc3C(=O)N2C)O1,-1.4,1,-1,-1,3,0
x,NC(=O)c1ccc(NC(=O)CCNC(=O)c2ccco2)cc1,-0.2,-3,3,x,-1,0
x,COc1cccc(CNC(=O)CCC2CCCN(C(=O)CCn3cncn3)C2)c1 (stereo not given),-0.9,-3,8,-2,-5,2
-9,CCCCCC(=O)Nc1cccc(C2=NOC3(C2)C[C@@H](C(N)=O)N(C(=O)C2(C)CC2)C3)c1 (stereo not given in full),-1.1,13,-2,2,1,11
7,Cc1onc(-c2ccc(Cl)cc2)c1-c1ccnn1S(=O)(=O)c1ccc(Cl)cc1,0.1,6,0,3,x,-4
-4,COCCN(C(=O)Nc1ccccc1)C(C)c1cccnc1 (stereo not given),-0.8,-8,-6,-2,4,0
114*,COc1cc(C2C3=C(COC3=O)OC(C)(C)Oc3cc4c(cc32)OCO4)cc(OC)c1OC (stereo not given),0.8,-6,11,-1,-1,1
x,Cc1ccccc1NC(=S)N(CCCN1CCOCC1)Cc1cccnc1,2.4,3,-3,-6,-2,x
5,O=C1NC2c3ccccc3CC2O1 (stereo not given),1.3,u,5,x,1,3
-1,O=C(NCCCN1CCOCC1)C(=O)NCC1OCCN1S(=O)(=O)c1ccc(Cl)cc1 (stereo not given),-3.4,14,5,x,-7,-70
-1,CC(Sc1nnc(-c2cccs2)n1C1CC1)C(=O)NCC1CCCO1 (stereo not given),1.9,-7,-1,-8,1,0
x,CCOC(=O)[C@]12CCCC=C1N(CCC1=CCCCC1)C(=O)[C@H](CC(=O)NCc1ccc(OC)c(OC)c1)C2,0.7,38*,5,2,0,4
x,O=C(C[C@H]1CC[C@@H](NC(=O)C2CC2)[C@H](CO)O1)Nc1ccccc1,-2.3,5,-7,3,-1,-2
-3,CCOC(=O)C1CCN(S(=O)(=O)c2c(C)[nH]c(C)c2C(=O)N2CCCCC2)CC1,0.2,0,-9,-3,-1,-1
2,Cc1ccc(C)c(NCCCCCCCC(=O)O)c1,-2.5,1,-1,8,3,8
x,O=C(c1ccccc1)N1CC(=O)N2[C@H](C1)[C@@H](c1ccc(C#CC3CC3)cc1)[C@@H]2CO,3.0,-15,-5,-4,4,4
-5,CC(Sc1nnc(C2CC2)n1-c1ccccc1)C(=O)N1CCCC1 (stereo not given),2.2,-1,-2,-2,8,-7
x,Cc1ccc(-c2nc3cnccn3c2Nc2ccc3c(c2)OCO3)cc1,2.6,-2,3,-1,4,-1
0[16.7 µM],C[C@H]1CN([C@@H](C)CO)C(=O)c2cc(NS(=O)(=O)c3ccc(Cl)cc3)ccc2O[C@@H]1CN(C)Cc1ccncc1,0.5,1,2,-1,-1,1
x,COC(=O)[C@@]1(Cc2ccc(F)cc2)[C@H]2c3cc(C(=O)N4CCCC4)n(C)c3C[C@H]2CN1C(=O)c1ccccc1,-4.1,-8,2,x,x,5
x,CC(=O)N1CC(=O)N2[C@H](CO)[C@@H](c3ccc(-c4ccccc4)cc3)[C@H]2C1,-1.7,-4,-2,-43,0,0
-19[16.7 µM],CNC[C@@H]1Oc2ncc(C#Cc3cccc(OC)c3)cc2C(=O)N([C@H](C)CO)C[C@@H]1C,-3.6,4,-2,3,0,3
-1,O=C(CSC1=NS(=O)(=O)c2cc(F)ccc2N1)NCc1ccc(F)cc1,0.4,-4,6,1,-1,-1
x,Cc1cc(-c2nc3ncccc3o2)ccc1NC(=S)NC(=O)c1ccco1,-3.2,3,-6,8,5,4
x,CCn1c(C)nc2cc(C(=O)N/N=C(\C)c3ccccc3O)ccc21,2.1,-2,4,-3,-3,0
6,CCC(CO)Oc1cc(NCc2ccncc2)c2ncn(C(C)C)c2c1 (stereo not given),-2.7,7,1,x,x,6
-2[16.7 µM],C[C@H]1CN([C@@H](C)CO)C(=O)c2cc(NS(C)(=O)=O)ccc2O[C@@H]1CN(C)C(=O)Nc1ccc(C(F)(F)F)cc1,-3.3,1,-3,-2,-2,-1
4,O=C(NCCc1csc(-c2cccnc2)n1)c1ccco1,0.0,3,-3,14,5,-1
-24,CCN(CC)S(=O)(=O)c1ccc(N2CCN(CCOc3ccc(OC)cc3)CC2)nc1,-1.8,u,0,2,3,3
-10,CC(=O)N1c2ccc(S(=O)(=O)NCC3CCC(C(=O)NCc4ccco4)CC3)cc2CC1C (stereo not given),2.8,1,-2,1,1,2
0,COc1ccc(-c2c[n+]3c(n2-c2ccccc2)SCC3)cc1,-2.7,2,6,4,2,-1
x,Cc1cc(C)c(NC(=S)NC(CO)(CO)CO)c(C)c1,1.2,5,-1,-3,0,2
-1,Cc1ccc(Nc2nc(-c3ccc(C)cc3)c(CC(=O)O)s2)cc1,-5.4,4,1,9,-1,0
x,COc1cccc(CNC(=O)[C@@H]2CCCN2C(=O)[C@@H]2CCCN2C(=O)c2ccccc2)c1,1.1,u,-1,-7,x,2
-2,Cc1nn(CC(=O)OCC(=O)c2ccccc2)c(C)c1[N+](=O)[O-],-0.7,2,-3,1,1,1

Look-ups from the results shown:
For Casp6 inh, COc1cc(C2C3=C(COC3=O)OC(C)(C)Oc3cc4c(cc32)OCO4)cc(OC)c1OC (stereo not given) reads 1
For DENV2 CPE, O=C(c1ccccc1)N1CC(=O)N2[C@H](C1)[C@@H](c1ccc(C#CC3CC3)cc1)[C@@H]2CO reads -15

Next section.
miR122 inh,molecule,F508del corr,DENV2 CPE,ERp5 block,SIRT5 inh,ERAP1 inh,Casp6 inh
x,COc1ccc(CNC(=O)C2(C)Cc3c(-c4ccccc4)ccnc3O2)cc1OC (stereo not given),1.3,u,-3,-1,3,0
x,Cc1ccc2c(c1)NC(=O)c1cc([N+](=O)[O-])ccc1O2,0.1,-1,-2,-1,-2,4
-1,CCCNC(=O)c1cc(C2CCCN(C(=O)c3ccc(NC(C)=O)cc3)C2)on1 (stereo not given),-2.5,2,1,x,4,-1
0,N#Cc1cn(CCOC(=O)c2cccc(C(F)(F)F)c2)c(=O)[nH]c1=O,-2.6,7,7,-8,6,3
-7,CCNC(=O)C1(C)CCCN(C(=O)c2ccc(C(F)(F)F)nc2C)C1 (stereo not given),2.5,1,-1,x,-1,-8
9,COc1ccc(CN2CCN(CCCc3ccccc3)C(CCO)C2)c(OC)c1 (stereo not given),6.8,6,2,18*,-3,-9
x,O=C(Nc1cc(S(=O)(=O)N2CCOCC2)ccc1N1CCOCC1)c1ccccc1F,1.4,-5,2,-4,-6,1
5,O=C(CSc1nc2ccccc2o1)Nc1nc2c(s1)CCCC2,-2.2,1,6,-3,x,2
x,Cc1cc(C)c(S(=O)(=O)NCCc2ccccc2)c(C)c1,5.3,8,1,2,-1,5
x,O=C(Nc1cccc(F)c1)c1ccc(-c2ccccc2C(F)(F)F)o1,-0.8,9,2,x,x,3
x,CN(C)CCN1C(=O)C(=O)/C(=C(/O)c2ccc(S(=O)(=O)N3CCOCC3)cc2)C1c1ccccc1 (stereo not given),-1.6,0,-10,3,-8,x
x,CC(C)c1ccccc1N=C1SCCCN1C(=O)c1cccc(N2C(=O)CCC2=O)c1,3.2,-3,-2,-1,0,3
100*,Cc1ccc(S(=O)(=O)Nc2cccc3cccnc23)c([N+](=O)[O-])c1,2.6,-11,1,1,1,-4
-4,CCOC(=O)CSc1nc2cc(C(=O)NCc3ccco3)ccc2c(=O)n1-c1ccc(F)cc1,-1.3,-3,-5,-4,-2,-1
-1,COc1ccc(Cl)cc1NC(=O)Nc1ccc(C(=O)N2CCCC2)cc1,-2.0,0,-3,-2,3,-2
-14[16.7 µM],C[C@H]1CN([C@@H](C)CO)C(=O)c2cc(-c3cccnc3)cnc2O[C@@H]1CN(C)C(=O)C1CC1,1.0,-4,3,-5,0,0

Part of the list above, set out differently.
Under each structure: miR122 inh, F508del corr, DENV2 CPE, ERp5 block, SIRT5 inh, ERAP1 inh, Casp6 inh
CC(=O)N1CC(=O)N2[C@H](CO)[C@@H](c3ccc(-c4ccccc4)cc3)[C@H]2C1
→ x, -1.7, -4, -2, -43, 0, 0
CNC[C@@H]1Oc2ncc(C#Cc3cccc(OC)c3)cc2C(=O)N([C@H](C)CO)C[C@@H]1C
→ -19[16.7 µM], -3.6, 4, -2, 3, 0, 3
O=C(CSC1=NS(=O)(=O)c2cc(F)ccc2N1)NCc1ccc(F)cc1
→ -1, 0.4, -4, 6, 1, -1, -1

Going on with the list.
miR122 inh,molecule,F508del corr,DENV2 CPE,ERp5 block,SIRT5 inh,ERAP1 inh,Casp6 inh
x,CCCS(=O)(=O)c1cscc1NC(=O)c1c(-c2c(F)cccc2Cl)noc1C,-0.5,-5,0,1,0,3
x,CC(C)(C)c1cc(NC(=O)CSc2nncs2)n(-c2ccccc2)n1,x,2,1,-2,-8,-1
0,CCOc1ccc(N(CC(=O)N2CCN(c3ccccc3OC)CC2)S(=O)(=O)c2ccc(F)cc2)cc1,1.9,-5,-1,0,1,-2
x,COc1cccc(C#Cc2ccc([C@H]3[C@H](C#N)N(C(=O)C4CCCC4)[C@H]3CO)cc2)c1,-0.8,14,-4,-1,3,0
-3[16.7 µM],Cc1noc(C)c1NC(=O)N(C)C[C@@H]1Oc2ccc(N(C)C)cc2C(=O)N([C@H](C)CO)C[C@H]1C,1.1,-2,-3,-14,3,-5
1,O=S1(=O)CCN(C2CC2)CC1,2.1,4,5,x,2,4
2,CN(C)S(=O)(=O)c1cccc(NC(=O)CC23CC4CC(CC(C4)C2)C3)c1,-1.7,-5,-1,-2,5,0
x,COc1cccc(C(=O)O/N=C(\N)c2ccccn2)c1OC,7.3,0,4,-3,0,0
3,COc1ccc(OCCN(C)Cc2c(O)ccc3ccccc23)cc1,0.0,2,4,-4,3,x
-4[16.7 µM],C[C@@H]1CN([C@H](C)CO)C(=O)c2cccc(NC(=O)C3CCOCC3)c2O[C@@H]1CN(C)S(=O)(=O)c1cn(C)cn1,0.2,-1,6,4,0,1
x,CCCCNC(=O)COC(=O)c1ccc(F)cc1Cl,2.0,-2,1,-3,-2,0
u,C[C@@H]1CN([C@H](C)CO)C(=O)c2cccc(NC(=O)c3cnccn3)c2O[C@@H]1CN(C)C(=O)Nc1cccc2ccccc12,-2.9,x,0,1,3,8
16,CCCOc1ccc(/C=C/c2[nH]c(=O)[nH]c(=O)c2[N+](=O)[O-])cc1OCC,-0.4,-2,-1,-5,2,0
-11,CC(C)(C)C(=O)OCc1nc(-c2ccc(O)c(O)c2)cs1,8.8*,3,0,0,7,28
-4,CC(=O)N1CCN(c2ccc(NC(=O)c3ccc(C)c([N+](=O)[O-])c3)cc2)CC1,0.0,-6,3,-2,-2,-1
-7,Cc1noc(NS(=O)(=O)c2ccc(NC(=O)CSc3nc4c(cc3C#N)CCC4)cc2)c1C,-0.7,4,4,x,-2,5
1,CN(C)c1nc(Cl)nc2c1nc(Cl)n2C1CCCCO1 (stereo not given),0.5,4,3,2,0,-1
-11,CC(C)(C)NC(=O)COC(=O)c1cc(Br)ccc1Cl,1.2,x,8,0,-1,0
-13,CCOC(=O)C1OC2(CCCC2)OC1C(=O)OCC (stereo not given),0.1,-9,4,2,5,-2

Assay outcomes from PubChem BioAssay.
